DT40 TDP1 CPT: growth inhibition of DT40 Tdp1-/-;hTDP1 cells with camptothecin (screen for TDP1 inhibitors); 420,000 compounds, 12% hits; chicken DT40 Tdp1-/-;hTDP1 cells + 20 nM CPT, ATP luminescence, 48 h; Potency, µM (series often up to 46.2 µM), inactives show at the top dose activity change, negative = growth inhibition, most hits filed as inhibitors; also: nearly all actives have a fitted effect of over 55% in size
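Chicken DT40 Tdp1-/- cells stably complemented with human TDP1 were seeded at 400 cells/well in medium containing 20 nM camptothecin, exposed to pin-transferred compounds, and grown at 37 °C for at least 48 hr. Viability was read as ATP luminescence.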
TDP1 block: inhibitors of human tyrosyl-DNA phosphodiesterase TDP1; recombinant TDP1, AlphaScreen DNA substrate cleavage; Potency, µM (highest dose often 130 µM), for inactives: at the top dose activity change, negative = inhibition, actives largely listed as inhibitors; 350,000 compounds, 0.28% hits; AID 485290; also: nearly all actives have a fitted effect of over 40% in size
Target sequence (Q9NUW8 whole entry, looked up): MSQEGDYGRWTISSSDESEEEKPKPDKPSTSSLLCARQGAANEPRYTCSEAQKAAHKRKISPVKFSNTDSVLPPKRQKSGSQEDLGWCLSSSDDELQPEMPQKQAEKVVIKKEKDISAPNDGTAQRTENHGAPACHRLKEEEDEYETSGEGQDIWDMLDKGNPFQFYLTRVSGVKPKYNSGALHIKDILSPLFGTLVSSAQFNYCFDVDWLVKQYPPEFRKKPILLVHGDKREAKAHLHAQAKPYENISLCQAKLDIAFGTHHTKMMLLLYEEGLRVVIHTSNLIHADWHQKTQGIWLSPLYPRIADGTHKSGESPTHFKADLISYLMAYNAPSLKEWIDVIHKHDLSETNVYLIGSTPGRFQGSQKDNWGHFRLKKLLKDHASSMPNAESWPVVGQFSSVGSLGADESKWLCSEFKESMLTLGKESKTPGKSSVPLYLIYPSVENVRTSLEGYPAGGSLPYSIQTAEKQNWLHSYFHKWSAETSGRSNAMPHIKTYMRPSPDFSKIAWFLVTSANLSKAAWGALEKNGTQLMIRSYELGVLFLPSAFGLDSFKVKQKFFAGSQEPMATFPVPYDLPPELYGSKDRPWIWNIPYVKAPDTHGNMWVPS
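Recombinant human Tdp1 (E. coli-expressed, 1 nM final) preincubated with compounds 15 min at room temperature, then 5'-biotin/3'-phosphotyrosine-FITC DNA substrate (15 nM final) added for 5 min. AlphaScreen beads (10 ug/ml final) added 10 min; cleavage lowers signal.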
TDP1 cell noCPT: qHTS for Inhibitors of human tyrosyl-DNA phosphodiesterase 1 (TDP1): qHTS in cells in absence of CPT; DT40 Tdp1-/- hTDP1 cells, no CPT, ATP luminescence, 48 h; Potency, µM (top dose mostly 46.2 µM), for inactives: top-dose activity change, negative = growth inhibition, most hits filed as inhibitors; 420,000 compounds, 15% hits; AID 686978, 2013; also: nearly all actives have a fitted effect of over 55% in size
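Compound effects on proliferation are scored in DT40 Tdp1-/-;hTDP1 cells in the absence of CPT. ATP levels (CellTiter-Glo luminescence) are recorded after a ≥48 hr, 37 °C incubation.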
* hit, by the source's call; ? = inconclusive; . = no result given; [ ] = remark or other dose. Calls follow the shape of the dose curve; as a rule, active = well fitted curve in the direction sought with a large enough effect; inconclusive = small, poorly fitted or top-dose-only effect, or another doubt; inactive = no such curve, though single readings can be large; an effect the other way counts as inactive or inconclusive. % is scaled to controls: 0 for no effect and ±100 for the full control effect; potency is read from the fitted curve at half-maximal effect.

SMILES | TDP1 block | TDP1 cell noCPT | DT40 TDP1 CPT
Cc1ccccc1CC(=O)N1CCCC1 | 6% | -13% | -10%
CCOC(=O)C1(Cc2cccc(OC)c2)CCN(Cc2cccnc2)CC1 | -6% | 29µM* | ?
COc1ccc(NS(=O)(=O)c2cc3c(cc2C)N(C)CCO3)c(OC)c1 | . | -24% | -30%
CN(Cc1ccc(Cl)s1)C(=O)CNC(=O)CNC(=O)c1ccc(Cl)cc1Cl | 0%[56.1 µM] | -2% | -14%
COC(=O)c1cc(=O)nc2sc(-c3ccc(F)cc3)nn12 | 5% | ? | 23µM*
O=C(COC(=O)c1cnccn1)Nc1ccc2c(c1)OCO2 | 0% | ? | 0%
O=C(c1ccc(Cn2cnnn2)cc1)N1CCCC(Nc2ccc(F)cc2)C1 (stereo not given) | 4%[56.1 µM] | -7% | 4%
CCOc1ccc(CCNS(=O)(=O)c2cc(Br)cc3c2N(C(C)=O)CC3)cc1OCC | 4% | ? | -27%
CN(C)C(=O)c1ccc(-c2cncnc2N(C)Cc2ccco2)cc1 | . | 10% | -2%
O=C(Cc1cccc(NC(=O)C2CCN(C(=O)c3ccccc3)CC2)c1)Nc1cccc(C(=O)N2CCOCC2)c1 | . | -3% | 15%
CC(C)OC(=O)/C=C1\C[C@@H](c2ccccc2C(F)(F)F)O[C@@H](c2ccccc2C(F)(F)F)O1 | . | 21µM* | ?
COc1ccc(-c2cc(C(=O)NCC3CCCO3)c3ccccc3n2)cc1 (stereo not given) | -2% | ? | ?
Nc1nc(Cn2nnc(-c3ccccc3Cl)n2)nc(N2CCOCC2)n1 | 4% | ? | -21%
Nc1cn(C2OC(CO)C(O)C2O)c(=O)[nH]c1=O (stereo not given) | 56µM* | 0% | -4%
Cn1nnc(NC(=S)NC(=O)c2ccc(-c3ccc(Br)cc3)o2)n1 | 8% | ? | 12%
CC(=O)Nc1ccc(NC(=O)CSc2nnc(-c3cccs3)n2C)cc1 | . | 0% | 9%
CC(NC(=S)Nc1ccc(Cl)cc1)C(c1ccccc1)N1CCOCC1 (stereo not given) | 6% | 3% | ?
COc1cc(C(C2=C(O)CC(C)(C)CC2=O)C2C(=O)CC(C)(C)CC2=O)cc(OC)c1OC (stereo not given) | 2% | 12% | 0%
COc1ccccc1CNC(=O)COC(=O)C1CCN(S(=O)(=O)c2ccccc2)CC1 | . | -7% | 1%
CCOC(=O)C1=C(c2ccccc2)ON(C)C1c1ccccc1 (stereo not given) | 11% | ? | ?
COC(=O)C1=C(C)N(CCc2c[nH]c3ccccc23)C(=O)/C1=C\N(C)C | 3% | ? | ?
CCOc1ccc(CCNC(=O)CCNS(=O)(=O)c2ccc(Br)cc2)cc1OCC | 4% | -13% | ?
N#Cc1c(N)nc(SCC(=O)OCc2ccccc2)c(C#N)c1-c1ccco1 | -2% | -5% | -1%
NC(=O)CN1CCCC1c1ccc2c(c1)OCCO2 (stereo not given) | -3%[0.0935 µM] | -9% | -5%
CSCCC(NS(=O)(=O)c1ccc2c(c1)oc(=O)n2C)C(=O)NC1CCCCC1 (stereo not given) | 0% | -4% | -6%
Cc1ccc(NC(=O)C(=O)NC(C)C2COc3ccccc3O2)cc1 (stereo not given) | 0% | ? | -29%
CC(C)=CCc1c(O)cc2c(c1O)C(=O)CC(c1ccccc1)O2 (stereo not given) | . | ? | -1%
CN1CCc2c(C#N)c(N3CCCCC3)nc(NCc3ccccc3)c2C1 | 5% | ? | ?
C=CCN(C(=O)c1cccc(N2C(=O)C3CC=CC(C)C3C2=O)c1)c1ccccc1 (stereo not given) | 1% | 4.6µM* | ?
CCOC(=O)C(=C1Nc2ccccc2N1)n1c(-c2ccco2)nc2ccccc21 | . | ? | 7.3µM*
CN(Cc1ccccc1)C(=O)c1[nH]cnc1C(=O)NCc1ccc(CNC(=O)OC(C)(C)C)cc1 | 0% | 13µM* | ?
O=C1OCc2cc(-n3cccc3)ccc21 | 0% | 7% | 3%
COc1ccc(C(=O)c2c(N)c(-c3nc(-c4ccccc4)cs3)c3ccccn23)cc1 | 0% | ? | ?
Cc1cc(C(=O)CSc2nnc3c(Cl)cc(Cl)cn23)c(C)n1C | -1% | -4% | -20%
COc1ccccc1NS(=O)(=O)c1ccc(C(=O)N2CCN(c3ccccc3)CC2)cc1 | 2% | ? | ?
Cn1c2ccccc2c(=O)c2ccc(C#CC3(O)CCCCC3)cc21 | . | 10µM* | 13µM*
COc1cc(=O)n2c(c1C(=O)NCc1ccco1)CCN(Cc1ccc(F)cc1Cl)CC2 | . | 2.9µM* | 0.21µM*
Cc1ccc(N2C(=O)c3cccc(Oc4ccc(Cl)cc4)c3C2=O)c(C)c1 | 3% | ? | -12%
COc1ccc(NC(=O)CN(C)S(=O)(=O)c2ccc3nc(C)sc3c2)cc1 | 2% | -11% | -19%
Cn1c(=O)c(=O)n(C)c2cc(S(=O)(=O)N3CCCC3C(=O)NCc3cccnc3)ccc21 (stereo not given) | . | 10% | 6%
CCC(C)c1ccccc1NC(=O)c1[nH]c(C)c(C(C)=O)c1C (stereo not given) | 4% | -22% | -15%
COc1ccc(S(=O)(=O)N2CCN(S(=O)(=O)c3ccc(C(F)(F)F)cc3)CC2)cc1C | 3% | -1% | ?
Cc1cc(NCCCCCCCNc2cc(C)nc3cc([N+](=O)[O-])ccc23)c2ccc([N+](=O)[O-])cc2n1 | . | 1.3µM* | 1.6µM*
CCNc1nc(SCCOc2ccc(Br)cc2)nc(N(C)C)n1 | . | 15µM* | ?
Cc1cccc(C)c1N1CCN(S(=O)(=O)N2CCOCC2)CC1 | 5% | -28% | -19%
Cc1ccc(S(=O)(=O)N2C[C@H]3C(=O)C[C@@H](c4ccc(Cl)cc4)N(S(=O)(=O)c4ccc(C)cc4)[C@H]3C[C@H]2c2cccc3ccccc23)cc1 | . | -5% | -8%
C[C@H](CO)N1C[C@H](C)[C@@H](CN(C)C(=O)Nc2ccccc2)Oc2c(NS(=O)(=O)c3cccs3)cccc2C1=O | 2% | -11% | 0%
Cc1ccc(CN2CCN(/N=C/c3ccccc3)CC2)cc1 | 8% | -23% | 4%
O=C(/C=C/c1ccc(F)cc1)NCCNC(=O)/C=C/c1ccc(F)cc1 | -2% | 5% | -1%
Cc1ccc2nsnc2c1NC(=O)CCl | 1% | 21µM* | ?
Cc1ccc(C)c(NC(=O)c2ccc[n+](Cc3ccc([N+](=O)[O-])cc3)c2)c1 | -1% | 0% | -9%
CC(C)(C)c1cc(NC(=O)c2ccco2)no1 | 1% | 5% | -5%
CC(C)NC(=O)Nc1ccc2c(c1)C(=O)N([C@H](C)CO)C[C@H](C)[C@@H](CN(C)C(=O)NC1CCCCC1)O2 | 1% | 2% | -13%
CC(OC(=O)c1ccccc1Oc1ccccc1)C(=O)NC1CC1 (stereo not given) | 2% | ? | ?
COC(=O)[C@]1(CC(C)C)N[C@H](c2ccc(-c3ccc(Cl)c(Cl)c3)cc2)[C@@H]2C(=O)N(C)C(=O)[C@@H]21 | -1% | 18µM* | ?
Cc1cccc(NC(=S)N/N=C/c2ccc(Cl)c([N+](=O)[O-])c2)c1 | 1% | ? | ?
CC1=CC2=NC(=O)CC(C)(C(=O)N(CC(=O)NC3CCCC3)Cc3ccccc3)N2C=C1 (stereo not given) | -2%[0.0935 µM] | -2% | 9%
COc1cccc(NC(=O)COc2ccc(C)cc2)c1 | -3% | 2% | 3%
Cc1nonc1CN(C)C(=O)C1CC12CCN(C(=O)/C=C/c1cccc(Cl)c1)CC2 (stereo not given) | . | ? | ?
Cc1ccc2nc(-c3ccccc3O)c(Nc3ccccc3C)n2c1 | 0%[12.3 µM] | -20% | -25%

(next part)
SMILES | TDP1 block | TDP1 cell noCPT | DT40 TDP1 CPT
CCn1cc(CN2CCN(C)C(CCO)C2)c2ccccc21 (stereo not given) | . | 8% | 3%
Cc1cc(Nc2cccc(Cl)c2C)n2nc(Cc3ccccc3)nc2n1 | 7% | -30% | ?
COc1cccc(C(=O)NC2CCN(CC(=O)NCc3ccccc3OC)CC2)c1 | 0% | ? | -26%
COc1ccc2c(C)c(C(=O)NCC(C)O)oc2c1OC (stereo not given) | 1% | -2% | 13%
COc1ccc2[nH]c(C(=O)O)c(NC(=O)c3ccccc3[N+](=O)[O-])c2c1 | 8% | -3% | 6%
CC1CCC(C(O)(C(=O)O)C2CCCCC2)CC1C (stereo not given) | . | -4% | 0%
Cc1ccc2c(=O)cc(C(=O)Nc3c(C(=O)c4ccccc4)oc4ccccc34)oc2c1C | 2% | -11% | -9%
COc1cc(CNCCCN2CCOCC2)c(Br)cc1OCC(=O)Nc1ccccc1C | -5% | ? | ?
COc1cc(C(O)c2nc(/C=C/c3ccc(C(F)(F)F)cc3)cs2)ccc1F (stereo not given) | . | ? | ?
COc1ccc(-c2oc(/N=C/N3CCCC3)c(C#N)c2-c2ccc(OC)cc2)cc1 | 10% | ? | ?
COCCCNC(=O)c1cnc2c(-c3ccc(F)cc3)c(C)nn2c1C | 5% | ? | -7%
CC(C)C(C)(C#N)NC(=O)CSc1nncn1-c1ccccc1 (stereo not given) | -1% | -27% | -2%
COc1ccc(CNC(=O)CSc2nc3nc(C)cc(C)n3n2)cc1 | 1% | -4% | -6%
Cc1ccccc1C(=O)N1CCN(c2ccc([N+](=O)[O-])c(NCc3ccco3)c2)CC1 | 8% | ? | ?
O=C(/C=C/c1ccc(Cl)cc1)N1CCN(c2ccc([N+](=O)[O-])c(N3CCOCC3)c2)CC1 | 2% | ? | ?
COc1ccc(CNS(=O)(=O)NCc2ccc(C)cc2)cc1 | -3% | 2% | 17%
C=CCn1c(SCC(=O)Nc2c(C)n(C)n(-c3ccccc3)c2=O)nc2ccccc2c1=O | 2% | -4% | -14%
CCn1ncc(C2=NOC(C(=O)NCC(C)C)C2)c1C (stereo not given) | 3% | -14% | -12%
COCCN(CCOC)S(=O)(=O)c1ccc(C(=O)Nc2sc3c(c2C(=O)OC)CCN(C)C3)cc1 | 10% | ? | -13%
Nc1nncn1C(=O)c1ccccc1Cl | 4% | 3% | -9%
CCOc1ccc(C(=O)NCc2ccco2)cc1Cl | 6% | -27% | -15%
COC(=O)c1c(NC(=O)c2ccccc2OC)sc(C(=O)N2CCOCC2)c1C | 6%[0.0935 µM] | 15µM* | ?
COc1cccc(CC2(CO)CCCN(Cc3[nH]c4ccc(C)cc4c3C)C2)c1 (stereo not given) | 5% | ? | ?
COc1cccc(C(=O)O/N=C(\N)Cc2ccc(Cl)cc2)c1 | 0% | ? | ?
COc1cccc(NC(=O)C(c2ccccc2)N2CCN(c3ccccn3)CC2)c1 (stereo not given) | 6% | ? | -4%
O=C(Nc1ccc([N+](=O)[O-])cn1)C1CCCCC1 | 0% | -14% | -15%
Cc1ccc([N+](=O)[O-])cc1S(=O)(=O)N(C(=O)c1ccncc1)c1ccc2oc3c(c2c1)CCCC3 | 2% | -11% | -15%
Cc1ccc(C(C)(C)NC(=O)C2CCC(=O)N(Cc3ccccc3F)C2)cc1 (stereo not given) | 2% | ? | ?
CCCC(C(=O)NCC1CCCO1)N(Cc1ccco1)C(=O)CNS(=O)(=O)c1ccc(F)cc1 (stereo not given) | 0% | ? | ?
COc1ccc(C2CC(c3ccccc3)=NN2C(=O)COC(=O)c2nc3nccc(C)n3n2)cc1 (stereo not given) | 3% | 17% | 0%

4 entries from above, with each value named:
COc1cc(CNCCCN2CCOCC2)c(Br)cc1OCC(=O)Nc1ccccc1C
  TDP1 block: -5%	TDP1 cell noCPT: ?	DT40 TDP1 CPT: ?
COc1cc(C(O)c2nc(/C=C/c3ccc(C(F)(F)F)cc3)cs2)ccc1F (stereo not given)
  TDP1 block: .	TDP1 cell noCPT: ?	DT40 TDP1 CPT: ?
COc1ccc(-c2oc(/N=C/N3CCCC3)c(C#N)c2-c2ccc(OC)cc2)cc1
  TDP1 block: 10%	TDP1 cell noCPT: ?	DT40 TDP1 CPT: ?
COCCCNC(=O)c1cnc2c(-c3ccc(F)cc3)c(C)nn2c1C
  TDP1 block: 5%	TDP1 cell noCPT: ?	DT40 TDP1 CPT: -7%

(cont.)
SMILES | TDP1 block | TDP1 cell noCPT | DT40 TDP1 CPT
COc1cc(CN2CCCCCC2)cc(OC)c1O | . | 3% | -9%
Cc1ccc(Cl)cc1NC(=O)COC(=O)CC(C)(C)CC1=NS(=O)(=O)c2ccccc2N1 | 1% | 26µM* | 18µM*
CN(C)CCNC(=O)NC(=O)c1ccc(Cl)cc1 | 3% | -9% | -2%
Cc1ccc(C(=O)OCC(=O)NCc2ccc(Cl)cc2)s1 | . | ? | -40%
C=C(C)CNC(=S)Nc1cccc(S(=O)(=O)NC2=NCCC2)c1 | -1% | 5% | -3%

Screening data from PubChem.

Compounds were not picked by outcome, and some 18% of all compounds hit somewhere here.
